Source: PubChem BioAssay
ABCB1 block: ABCB1 efflux pump inhibitors, primary screen, cell-based, multiplex, flow cytometry, ABCG2 counter-screen | AID 1326, 2008 | CCRF-Adr cells, JC-1 efflux | inhibition, % at 6.6 µM | 0.067% of 190,000 active; in the data active means inhibition above about 40%;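 further: 0% = vehicle and 100% = reference inhibitor; higher value means more JC-1 retained so stronger ABCB1 efflux block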
ABCG2 inh: ABCG2 efflux pump inhibitors, primary screen, multiplex with ABCB1, IgMXP3 cells, flow cytometry; Broad substrate specificity ATP-binding cassette transporter ABCG2 (Homo sapiens), Q9UNQ0; 0.1% of 190,000 active; inhibition, % at 6.6 µM; JC-1 efflux;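 active means inhibition above 80%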;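 further: 0% = DMSO and 100% = nicardipine control wells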
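Measure – % inhibition of efflux relative to nicardipine and DMSO · Test system – ABCG2 IgMXP3 and barcoded ABCB1 CCRF-Adr cell mix · Control set – nicardipine as high control, DMSO as low control · Compound – one concentration, 6.6 µM final · Signal – flow cytometry of retained JC-1 fluorescence · Timing – 10 min exposure at 25 °C with rotation, no wash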
RGS4-Gao reg: modulators of RGS4 binding to Galphao, primary screen, biochemical, multiplexed bead flow cytometry. Guanine nucleotide-binding protein G(o) subunit alpha (Homo sapiens), P09471. actives lie on both sides. binding response (% of control), % at 10 µM. 0.33% of 220,000 active. AID 1415, 2008; in the data active means binding response below about 49% or above about 150%; inactive means in between;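 further: fluorescent Galphao activated with aluminum fluoride binding bead-coupled RGS4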
Target sequence (P09471 whole entry, looked up): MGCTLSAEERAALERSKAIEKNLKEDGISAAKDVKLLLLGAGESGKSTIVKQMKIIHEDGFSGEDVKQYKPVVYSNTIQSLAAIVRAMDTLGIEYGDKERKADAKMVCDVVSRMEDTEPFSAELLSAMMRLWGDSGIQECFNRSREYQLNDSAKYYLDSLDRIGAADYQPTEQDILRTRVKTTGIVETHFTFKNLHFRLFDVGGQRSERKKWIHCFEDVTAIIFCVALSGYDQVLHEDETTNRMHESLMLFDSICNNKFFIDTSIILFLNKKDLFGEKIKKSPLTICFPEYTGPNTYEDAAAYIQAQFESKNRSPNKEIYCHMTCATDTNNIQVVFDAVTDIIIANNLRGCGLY
Bcl-XL Bim block: inhibitors of Bim-Bcl-XL binding, primary screen, biochemical, multiplexed, bead flow cytometry, human Bcl-XL | Bcl-2-like protein 1 (Homo sapiens), Q07817 | 0.04% of 190,000 active | Bim peptide-Bcl-XL binding, fluorescence | inhibition, % at 10 µM
Bcl-W Bim block: inhibitors of Bim binding to Bcl-W, primary screen, biochemical, multiplexed, bead-based flow cytometry. inhibition, % at 10 µM. Bcl-2-like protein 2 (Homo sapiens), Q92843. 0.02% of 190,000 active. Bim peptide-Bcl-W binding;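 further: 0% = bound tracer without compound and 100% = peptide blocker; higher means less fluorescent Bim peptide bound to Bcl-W beads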
Target sequence (Q92843 whole entry, looked up): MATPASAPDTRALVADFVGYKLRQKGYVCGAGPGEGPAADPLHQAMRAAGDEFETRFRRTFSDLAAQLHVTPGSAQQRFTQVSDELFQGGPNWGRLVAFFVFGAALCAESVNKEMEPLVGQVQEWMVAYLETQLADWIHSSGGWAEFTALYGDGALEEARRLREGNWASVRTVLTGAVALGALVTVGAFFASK
Bim-Bfl-1: inhibitors of Bim binding to Bfl-1, primary screen, biochemical, multiplexed, bead-based flow cytometry. Bcl-2-related protein A1 (Homo sapiens), Q16548. Bim-Bfl-1 binding inhibition. inhibition, % at 10 µM. 0.12% of 190,000 active. AID 1008, 2008;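 further: 0% = wells without compound plus tracer and 100% = blocker peptide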
GSH bead fluor: compound fluorescence on glutathione beads, profiling panel, artefact control, biophysical, 488/530 nm, flow cytometry. GSH beads flow cytometry, compound fluorescence 488/530 nm; hits give high values. fluorescence (KMESF) at 10 µM. 0.25% of 190,000 active. AID 1776, 2009; in the data active means fluorescence above about 89;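 further: glutathione beads carrying GST-tagged Bcl family fusion proteins plus one bare bead set; values are compound well signal with DMSO vehicle wells as background; inactives centre near 16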
Avidin fluor: green autofluorescence of compounds with avidin beads – biophysical, 488/530 nm, flow cytometry, artefact control, profiling panel. compound fluorescence 488/530 nm; hits give high values. fluorescence (KMESF) at 10 µM. 0.38% of 220,000 active; in the data active means fluorescence above about 47; further: inactives centre near 10
RGS7-Gao reg: RGS7-Galphao binding modulators, primary screen, biochemical, multiplexed bead flow cytometry; binding response (% of control), % at 10 µM; 0.35% of 220,000 active; actives lie on both sides; Guanine nucleotide-binding protein G(o) subunit alpha (Homo sapiens), P09471; in the data active means binding response below about 49% or above about 150%; inconclusive means no clear call, values can overlap the other calls; inactive means in between;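 further: fluorescent Galphao held in activated GDP-AlF4 state binding bead-coupled RGS7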
Bcl-B Bim block: inhibitors of Bim-Bcl-B binding, primary screen, biochemical, multiplexed, human Bcl-2 family; bead-based flow cytometry, Bim peptide-Bcl-B binding; inhibition, % at 10 µM; 0.073% of 190,000 active; AID 951, 2007;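 further: 0% = tracer peptide without compound and 100% = reference inhibitor peptide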
Target sequence (Q9HD36 whole entry, looked up): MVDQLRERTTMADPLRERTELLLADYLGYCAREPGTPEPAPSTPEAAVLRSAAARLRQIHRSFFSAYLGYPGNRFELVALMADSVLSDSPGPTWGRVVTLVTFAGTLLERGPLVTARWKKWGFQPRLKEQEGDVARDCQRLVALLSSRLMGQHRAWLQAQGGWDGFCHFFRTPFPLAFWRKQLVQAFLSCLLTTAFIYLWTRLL
Bcl-2 Bim block: inhibitors of Bim-Bcl-2 binding, primary screen, biochemical, multiplexed, human Bcl-2 family; inhibition, % at 10 µM; Bead-based flow cytometry, Bim peptide-Bcl-2 binding; Apoptosis regulator Bcl-2 (Homo sapiens), P10415; AID 950, 2007; 0.06% of 190,000 active; in the data active means inhibition above about 40%; inconclusive means no clear call, values can overlap the other calls;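 further: 0% = no compound wells with probe peptide and 100% = reference peptide inhibitor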
* = called active by the depositor; ? = inconclusive; [ ] = dose if it differs, or a comment. Unless noted, no stated cut-off is given here; in the data, active means inhibition above about 40%.

Structure,ABCG2 inh,GSH bead fluor,Bcl-B Bim block,Bcl-W Bim block,Avidin fluor,Bcl-2 Bim block,Bim-Bfl-1,ABCB1 block,Bcl-XL Bim block,RGS4-Gao reg,RGS7-Gao reg
Cc1cc(C)n(CC(O)CN(c2cccc([N+](=O)[O-])c2)S(=O)(=O)c2ccccc2)n1 (stereo unspecified),11,11,-5,-4,4,-2,-6,4.7,-3,102,104
Cc1nc(N2CCN(C)CC2)c2cc(-c3ccccc3)sc2n1,18,11,-3,-4,9,-1,-4,1.3,-5,102,99
CCn1c(CSc2nccn2C)nc2cc(C(=O)O)ccc21,0,17,-1,0,17,-2,0,0.2,0,92,92
CCn1c(CNC(=O)c2ccc(OC)cc2)nnc1SCC(=O)c1ccccc1,3,23,-5,0,11,-6,-12,0.3,-2,104,102
CCc1nnc(SCC(=O)Nc2ccccc2Cl)nc1CC,2,14,-4,-4,21,0,-4,0.4,-3,102,111
c1cc2c(cc1C1=Nn3c(nnc3C3CCCCC3)SC1)OCO2,10,10,0,-2,30,-1,-3,1.2,-3,111,105
CCOC(=O)C1=C(N)OC2=C(C(=O)CCC2)C1c1ccc(C)s1 (stereo unspecified),-6,22,-5,2,21,-6,-10,0.2,-3,97,97
Cc1sc2ncnc(Sc3nnc4sc5ccccc5n34)c2c1C,2,8,-9,-3,16,-4,-2,1.2,-3,208*[activator],129
COc1cc2ccccc2cc1C(=O)Nc1ccc(S(=O)(=O)Nc2cc(C)on2)cc1,0,9,-8,2,10,-7,-11,-0.5,-4,98,94
O=C(NC1=NCCS1)c1cccc(OC(F)F)c1,2,11,-5,-3,20,-2,-8,0.2,-2,99,95
Cc1ccc(N(C(=O)c2ccccc2Cl)C2=NC(C)CS2)c(C)c1 (stereo unspecified),0,10,-5,-5,9,-6,-6,0.9,-5,92,91
Cc1ccc(C)n1Cc1ccc(C(=O)O)cc1,-1,12,1,0,21,-2,0,-0.2,-3,89,49*
COc1c(N)c2ccccc2[nH]c1=O,3,30,0,-1,7,-6,0,0.5,-2,100,100
CCOC(=O)C1(Cc2ccccc2)CCN(Cc2nccn2CC)CC1,4,11,8,-7,6,-1,-1,1.5,-1,97,89
COc1cc(OC)cc(C(=O)N(CCCN2C(=O)c3cccc4cccc(c34)C2=O)c2cccc(OC)c2)c1,2,19,-13,-6,12,-9,-8,1.2,-8,101,100
COc1ccc(C(C)=O)cc1CN1C(=O)NC2(CCCCC2)C1=O,6,22,0,-1,12,4,2,0.8,-3,98,101
O=C(CN1CCCCCC1)N/N=C/c1ccc(Cl)c(Cl)c1,-1,11,-8,-2,14,-2,0,4.9,-8,104,104
CC(c1ccco1)N(C(=O)c1ccc(S(=O)(=O)N2CCCCC2)cc1)c1ccccn1 (stereo unspecified),0,26,-5,-1,4,-5,-9,0.6,-16,101,95
Cc1cc(SC2CCOC2=O)nc2ccccc12 (stereo unspecified),3,10,-8,-5,11,0,-3,0.0,-5,102,99
Cc1cc(C)c2nc3s/c(=C/c4ccc5c(c4)n(C)c(=O)n5C)c(=O)n3c2c1,2,31,-32,0,5,-6,2,0.1,0,92,111
Cn1cccc1Cc1nnc(SCC(=O)N2CCc3ccccc32)n1CCc1ccccc1,5,20,-7,1,6,-10,-7,2.0,-5,97,92
COc1ccc(-c2nn(-c3ccccc3)cc2/C=C(\C#N)S(=O)(=O)c2ccccc2)cc1OC,3,8,0,0,2,2,0,0.6,-3,100,102
CC(C)N1C(=O)CCC1C(=O)N1CCC(Cc2ccccc2)CC1 (stereo unspecified),-1,13,-8,-2,6,-2,-2,-0.5,-6,103,102
Cc1ccc(-c2cc(C(=O)OC3CCOC3=O)c3ccccc3n2)c(C)c1 (stereo unspecified),15,17,-2,0,9,-2,-4,1.3,-2,103,?
CC1CN(S(=O)(=O)c2cn(C)c(=O)n(C)c2=O)CC(C)O1 (stereo unspecified),-3,19,-7,3,8,-5,-9,-2.4,-4,101,101
CCOc1cc(NC(=S)NCC2CCCO2)c(OCC)cc1NC(=O)c1ccccc1F (stereo unspecified),4,14,-3,-4,9,-1,-3,1.8,-2,100,?
O=C(c1ccco1)N1CCN(CC(=O)N2CCCc3c2c(=O)oc2ccc(O)cc32)CC1,0,46,-3,5,3,-5,-7,0.2,-2,104,105
CCOC(=O)Nc1ccc2c(c1)N(C(=O)CN1CCN(C)CC1)c1ccccc1S2,0,20,-2,3,14,-1,-1,0.3,-3,101,102
C/C(=N\NC(=O)C1CC1)c1ccc(NC(=O)c2ccc(Br)o2)cc1,44,27,-6,-1,10,0,-4,3.4,1,95,96
CC(C)Cn1c(N)c(C(=O)NCC2CCCO2)c2nc3ccccc3nc21 (stereo unspecified),1,22,-3,-4,31,0,1,0.4,-2,102,99
[O-][n+]1onc2c3cc(-c4ccccc4)nnc3ccc21,11,12,-5,-2,5,1,-2,0.6,-5,98,94
COc1ccc(C(=O)NCC2OCCc3ccccc32)cc1 (stereo unspecified),5,11,-4,0,12,0,1,0.5,-3,97,100
COc1cccc(C(=O)Nc2c(F)c(F)c(F)c(F)c2F)c1,2,26,-2,-2,14,-2,-1,0.3,-1,103,99
COc1ccccc1N(C)S(=O)(=O)c1ccc(C(=O)OCC(=O)N(C(C)C)C(C)C)cc1,0,11,-2,-4,11,-7,-3,0.6,-1,108,101
CCOc1cc(CNc2ccc(CNc3ncn[nH]3)cc2)ccc1OCc1ccccc1,-6,11,-5,-7,9,-8,-6,-0.9,-8,99,102
O=C(NCc1ccco1)c1ccc(COc2cc(Cl)ccc2Cl)cc1,69,10,-7,-6,23,0,-1,1.4,-9,99,98
CCCN(Cc1cc2cc(C)ccc2[nH]c1=O)C(=O)c1cccc(OC)c1,5,45,-7,1,3,-6,-7,1.9,-5,96,100
CCn1c(C)nc2cc(C(=O)NNS(=O)(=O)c3ccc(C)cc3C)ccc21,1,10,-2,-3,36,-3,-4,0.2,-3,101,102
COc1ccccc1N1CCN(C(=O)CCc2ccc(S(=O)(=O)NC(C)C)cc2)CC1,1,21,-1,-1,11,0,0,0.6,0,101,103
CCCc1nn(C)c2c(=O)[nH]c(-c3ccccc3OCC)nc12,4,6,-5,-2,2,-1,-3,0.7,-4,93,89
Cc1nn(-c2ccccc2)c2nc(Cl)c(C(=O)O)cc12,7,11,1,-1,9,1,-1,-0.1,-3,97,101
CC(=O)Nc1nc2n(n1)C(c1ccc(Cl)cc1)C=C(C)N2 (stereo unspecified),5,13,1,-1,8,1,0,0.1,-3,99,100
O=C(NCc1cccs1)c1nn2cccnc2c1Cl,7,24,-10,1,10,-11,-14,0.0,-8,99,100
Cc1ccc(S(=O)(=O)c2c(C)nn(C(C)(C)C)c2OC(=O)C2CCCC2)cc1,1,33,-12,-3,14,-14,-14,0.2,-2,102,104
O=S(=O)(c1ccccc1)N1N=C(c2cccs2)CC1c1ccc(Br)cc1 (stereo unspecified),14,35,-8,0,11,-8,-17,-0.2,-10,100,96
Cc1ccc2nc(SCC(=O)NC(=O)NCc3ccco3)[nH]c2c1,-1,24,-9,-1,14,-11,-6,-2.7,-4,98,101
CCn1cc(SCC(N)=O)c2ccccc21,0,19,-1,3,8,-5,-7,0.0,-1,100,95
COc1ccc(NC(=O)C2CCC(N3C(=O)C4C5C=CC(C5)C4C3=O)CC2)cc1 (stereo unspecified),4,16,-4,0,7,-5,-8,0.7,-2,104,97
Cc1ccc(Cl)cc1Nc1nc(-c2sc(NC(=O)C(C)(C)C)nc2C)cs1,43,26,-10,0,12,-14,-16,0.6,-4,92,93
Cc1ccc(-n2cccc2/C=C2/C(=N)N3C(=NC2=O)SN=C3S(C)(=O)=O)cc1Cl,-1,10,12,11,5,17,10,0.9,12,72,45*
CCCCOc1ccc(C(=O)Nc2ccc(N3CCN(C(C)=O)CC3)cc2)cc1,1,10,-3,1,14,1,0,0.2,-1,92,93
COCCNC(=O)c1ccc(C)cc1C,-1,15,-7,-5,12,-4,-8,0.2,-4,100,?

In a second layout: results already given.
CCn1cc(SCC(N)=O)c2ccccc21
  ABCG2 inh: 0	GSH bead fluor: 19	Bcl-B Bim block: -1	Bcl-W Bim block: 3	Avidin fluor: 8	Bcl-2 Bim block: -5	Bim-Bfl-1: -7	ABCB1 block: 0.0	Bcl-XL Bim block: -1	RGS4-Gao reg: 100	RGS7-Gao reg: 95

COCCNC(=O)c1ccc(C)cc1C
  ABCG2 inh: -1	GSH bead fluor: 15	Bcl-B Bim block: -7	Bcl-W Bim block: -5	Avidin fluor: 12	Bcl-2 Bim block: -4	Bim-Bfl-1: -8	ABCB1 block: 0.2	Bcl-XL Bim block: -4	RGS4-Gao reg: 100	RGS7-Gao reg: ?
